# SKKanGAS inh: inhibitors of SKKanGAS S. pyogenes growth in kanamycin (SK-promoter or general growth effect); BacTiter-Glo, 6 h; inhibition, % at 7.5 µM; 300,000 compounds, 1.3% hits; AID 1662;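 active = mean replicate score, as percent of positive control median, at least 50; inconclusive = mean below 50 but one replicate at or above 50; inactive = mean and every replicate below 50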;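 note: strain carries kanamycin resistance gene driven by streptokinase promoter and grows in 40 µg/ml kanamycin; loss of luminescence reflects streptokinase promoter inhibition or plain growth inhibition; 0% = median of DMSO wells and 100% = positive control at its reference dose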
# KCNQ1 act: potentiators or activators of human KCNQ1 potassium channel; P51787; CHO-K1 KCNQ1, thallium flux FluxOR fluorescence; hits give high values; B-score at 10 µM; 310,000 compounds, 0.35% hits;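 active = fluorescence ratio B-score, a plate-corrected score, at least three library SD, with initial intensity B-score within 5 SD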
#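 System: Stable KCNQ1 CHO-K1 line | Incubation: 90 min dye loading and 20 min compound exposure, both at room temperature | Measure: Ratio B score | Medium: Assay buffer for compound exposure, DMSO matched across wells | Compound dosing: Single-concentration screen | Probe or stimulus: K+/Tl+ depolarizing stimulus | Measured by: Kinetic FluxOR fluorescence, 10 s baseline plus 110 s post-stimulus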
# RGS4 inh: human RGS4 inhibition; HEK293 M3R/RGS4 inducible, Fluo-4 calcium flux; hits give high values; triggered by carbachol at its EC20; B-score at 10 µM; 310,000 compounds, 0.45% hits;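 active = B-score, a plate-corrected calcium signal, over three deviations above library mean, with baseline fluorescence within five deviations of library mean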;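 note: RGS4 expression induced by doxycycline in cells with stable M3 receptor; B-score is computed from the integrated fluorescence ratio over baseline after carbachol; higher B-score means a larger calcium signal and so more RGS4 inhibition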
# Target sequence (P49798 whole entry, looked up): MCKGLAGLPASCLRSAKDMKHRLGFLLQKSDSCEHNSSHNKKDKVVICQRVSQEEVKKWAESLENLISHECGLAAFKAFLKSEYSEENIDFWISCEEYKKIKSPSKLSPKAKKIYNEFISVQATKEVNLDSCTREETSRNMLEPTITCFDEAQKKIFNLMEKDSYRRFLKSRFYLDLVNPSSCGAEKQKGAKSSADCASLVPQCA
# KCNQ1 inh: inhibitors of human KCNQ1 potassium channel | P51787 | CHO-K1 KCNQ1, FluxOR thallium flux fluorescence; hits give high values | B-score at 10 µM | 310,000 compounds, 1.3% hits | AID 2642;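 active = compounds whose thallium flux B-score, printed positive for inhibition, exceeds three library SD while starting fluorescence stays within three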;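 note: channel opened by potassium depolarization with thallium stimulus after 20 min compound exposure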
# RGS4 pot: RGS4 potentiation or activation. HEK293 M3R/inducible RGS4, carbachol calcium flux Fluo4; hits give low values. B-score at 10 µM. 310,000 compounds, 0.92% hits;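 active = B-score of the integrated calcium signal more than 4 SD below the library mean, with starting fluorescence not abnormally high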;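 note: negative B-score means reduced calcium response which marks RGS4 activation or potentiation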
#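 test system = HEK293 cells with stable M3R and inducible RGS4 | schedule = recording 10 s baseline at 1 Hz, 100 s post-agonist | technique = Fluo4-AM (2 µM) calcium-flux fluorescence, kinetic read | measure = Agonist-evoked peak-minus-minimum fluorescence over baseline, integrated ratio, B score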
# KCNK9 inh: inhibitors of human KCNK9 two-pore domain potassium channel; 310,000 compounds, 1.2% hits; B-score at 10 µM; Q9NPC2; AID 488922; HEK293 KCNK9, FluxOR thallium flux fluorescence; hits give low values;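 active = ratio B-score over 3 SD below the library mean, with starting fluorescence within 5 SD of its mean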;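 note: negative B-score means less thallium flux so channel inhibition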
# Target sequence (Q9NPC2 whole entry, looked up, the tested form may be a part): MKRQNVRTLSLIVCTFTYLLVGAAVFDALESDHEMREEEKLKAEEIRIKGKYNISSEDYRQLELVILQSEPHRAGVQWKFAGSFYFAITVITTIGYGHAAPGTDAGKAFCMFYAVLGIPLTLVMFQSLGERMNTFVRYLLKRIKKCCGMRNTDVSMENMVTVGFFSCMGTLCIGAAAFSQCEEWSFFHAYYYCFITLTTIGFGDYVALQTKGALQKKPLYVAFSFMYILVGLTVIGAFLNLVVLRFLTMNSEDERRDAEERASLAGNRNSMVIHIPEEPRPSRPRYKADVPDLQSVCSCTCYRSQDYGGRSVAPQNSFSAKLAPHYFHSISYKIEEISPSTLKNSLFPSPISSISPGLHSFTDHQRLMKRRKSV
# KCNK3 inh: human KCNK3 channel inhibition, primary screen; CHO-KCNK3 thallium flux, FluxOR fluorescence; hits give low values; B-score at 10 µM; 340,000 compounds, 0.84% hits; AID 602410;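 active = B-score under library mean minus 4 SD, starting fluorescence ratio at most library mean plus 5 SD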;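 note: more negative B-score means stronger inhibition of thallium flux through KCNK3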
# HDAC3 inh: human HDAC3 inhibition; O15379; recombinant HDAC3, fluorogenic peptide/trypsin coupled, fluorescence; inhibition, % at 8.3 µM; 320,000 compounds, 0.15% hits; AID 2718; in the data active = inhibition above about 26%, passing the limit was not always enough; inconclusive = no clear call, values can overlap the other calls
# Target sequence (O15379 whole entry, looked up): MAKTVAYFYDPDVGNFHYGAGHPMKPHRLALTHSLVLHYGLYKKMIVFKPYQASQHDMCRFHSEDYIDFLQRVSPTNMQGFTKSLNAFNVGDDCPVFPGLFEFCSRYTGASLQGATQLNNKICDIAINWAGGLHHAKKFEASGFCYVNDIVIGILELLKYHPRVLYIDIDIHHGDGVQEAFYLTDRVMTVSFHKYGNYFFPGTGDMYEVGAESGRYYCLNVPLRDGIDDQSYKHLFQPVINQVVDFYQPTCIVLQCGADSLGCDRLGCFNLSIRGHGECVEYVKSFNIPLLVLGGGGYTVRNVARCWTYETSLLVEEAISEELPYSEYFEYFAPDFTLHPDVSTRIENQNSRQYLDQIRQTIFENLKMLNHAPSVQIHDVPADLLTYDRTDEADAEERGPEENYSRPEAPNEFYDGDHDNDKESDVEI
# ANO1 block: blocks the mouse calcium-activated chloride channel TMEM16A. Q8BHY3. HEK293 TMEM16A/YFP iodide influx fluorescence, ionomycin. normalized B-score (activity score, 25-100; higher = stronger inhibition) at 10 µM. 310,000 compounds, 1.2% hits. AID 588511;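 active = ratio plate-corrected score three or more library SD toward inhibition, starting fluorescence score within five deviations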;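 note: score derived from kinetic fluorescence span divided by baseline fluorescence per well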
# TMEM16A act: activates or potentiates the mouse TMEM16A chloride channel | Q8BHY3 | HEK293 TMEM16A/YFP-H148Q/I152L, iodide quench fluorescence; hits give low values | B-score at 10 µM | 340,000 compounds, 0.3% hits | AID 623877;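 active = fluorescence-ratio B-score plate-corrected deviation score at least 3 library SD below zero, with starting fluorescence score within 5 deviations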;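 note: channel opened by trigger with iodide after compound preincubation; score built on the fluorescence ratio of max minus min over baseline; more negative score means more quench and so TMEM16A activation or potentiation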
# hERG rescue: compounds protecting human hERG from proarrhythmic drug block; CHO-hERG, FluxOR thallium flux, dofetilide IC70 present; activation (rescue from dofetilide block), less the hit threshold, % at 10 µM; 310,000 compounds, 0.51% hits;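 active = activation above the mean of controls blocked by dofetilide plus 5 SD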;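 note: thallium influx through hERG after potassium depolarization seen as dye fluorescence rise; in these data hits start at about 4.7%; inactives centre near -7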
# * marks the source's active call; other numbers are inactive results; i = inactive; ? = inconclusive; . = not tested or not shown.
SMILES,SKKanGAS inh,KCNQ1 act,RGS4 inh,KCNQ1 inh,RGS4 pot,KCNK9 inh,KCNK3 inh,HDAC3 inh,ANO1 block,TMEM16A act,hERG rescue
CCOC(=O)[C@@H]1[C@H]2COc3ccc(Br)cc3[C@@H]2N2C(=O)N(c3ccccc3)C(=O)[C@@]12C,5,i,i,i,i,-9*,i,11,i,i,-3
Cc1ccccc1N1CCN(C2CCCN(C(=O)CCn3cnnn3)C2)CC1 (stereo not drawn),1,i,i,i,i,i,i,-3,i,i,-2
CCc1nnc(NC(=O)CSc2nnc(C3CCCCC3)n2-c2ccccc2)s1,-7,i,i,i,i,i,i,7,i,i,-6
O=C(c1ccco1)N1CCN(C(=O)c2cc3cc([N+](=O)[O-])ccc3oc2=O)CC1,6,i,i,i,i,i,i,3,i,i,-4
Cc1ccc(-c2cc(C(=O)NCc3ccco3)c3ccccc3n2)s1,-2,i,i,i,i,i,i,-42,i,i,-21
CC1CCN(C(=S)NC(=O)c2ccc(C(C)(C)C)cc2)CC1,26,29*,i,i,i,i,i,.,.,i,14*
CC12CC(NC(=O)N1c1cccc(C(=O)NCc3ccccc3)c1)c1ccccc1O2 (stereo not drawn),-6,i,i,i,i,i,.,-4,i,.,-9
CC(=O)c1sc2nc(-c3ccco3)ccc2c1N,3,i,i,i,i,i,i,-3,i,i,-11
COc1ccc(C(=O)NC(=S)NCc2ccccc2)cc1OC,-13,i,i,i,i,i,i,-1,i,i,-9
Cc1ccc(-n2c(SCC(=O)Nc3ccc4c(c3)OCCO4)nnc2-c2ccco2)cc1,5,i,i,i,i,i,i,-1,i,i,-3
O=C(NCCN1CCOCC1)C1CC(=O)N(c2ccc(F)cc2)C1 (stereo not drawn),-1,i,i,i,i,i,i,-1,i,i,0
COc1ccc2c(C)c(CC(=O)N3C[C@H]4C[C@@H](C3)c3cccc(=O)n3C4)c(=O)oc2c1OC,-2,i,i,i,i,i,i,-4,i,i,-7
CC(=O)NC(Cc1ccc(F)cc1)C(=O)NC1CCN(C(=O)NCc2ccccc2)CC1 (stereo not drawn),2,i,i,i,i,i,i,-5,i,i,-14
Cc1ccc(-c2nnc(SCC(C)C)n2C)cc1,-11,i,i,i,i,i,i,4,i,i,-4
C[C@@H](CN1C2=NC[C@H](C)N2C[C@H]1Cc1ccc(O)cc1)NC(=O)CCC1CCCCC1,2,i,i,i,i,i,i,4,i,i,-6
CCN(CC)C(=S)NCCc1ccccc1,-1,i,i,i,i,i,i,-2,i,i,-6
COc1ccc(/C=C/C(=O)NCCOc2ccc(C)cc2)cc1,-11,i,i,i,i,i,i,3,i,i,-2
COc1cc(C2NC(=S)NC(c3ccccc3)=C2C(C)=O)ccc1O (stereo not drawn),1,i,i,i,i,i,i,1,i,i,-15
COc1cccc(CN2CCc3[nH]c(=S)[nH]c(=O)c3C2)c1,-17,i,i,i,i,i,i,.,i,i,-3
O=C(c1ccccc1F)N1CCN(c2ccc([N+](=O)[O-])c(NCC3CCCO3)c2)CC1 (stereo not drawn),3,i,i,i,i,i,i,8,i,i,-4
CCOCCCN1C(=O)CN(C2CCCCC2)C(=O)C1c1ccc(OCC)c(OC)c1 (stereo not drawn),5,i,i,i,i,i,i,3,i,i,-10
O=C(CC12CC3CC(CC(C3)C1)C2)NCCN1CCOCC1,-2,i,i,i,i,i,i,4,i,i,-11
CCN(CC)c1ccc([N+](=O)[O-])cc1C(=O)N1CCOCC1,-1,i,i,i,i,i,i,-2,i,i,-13
CC(NC(=O)COC(=O)c1cc(NS(=O)(=O)c2ccc(Cl)c([N+](=O)[O-])c2)ccc1O)C1CC2CCC1C2 (stereo not drawn),15,i,i,11*,i,i,i,-7,i,i,-13
CC(=O)Nc1ccccc1Sc1ccc2c3c(cccc13)C(=O)N(c1ccc(C)cc1)C2=O,2,i,i,i,i,i,i,-2,i,i,-4
SMILES,SKKanGAS inh,KCNQ1 act,RGS4 inh,KCNQ1 inh,RGS4 pot,KCNK9 inh,KCNK3 inh,HDAC3 inh,ANO1 block,TMEM16A act,hERG rescue
Cc1ccc(NCc2nc(SCC(=O)Nc3ccccc3)n[nH]2)cc1,-2,i,i,i,i,i,i,-4,i,i,-6
O=C(O)CCSc1nc2ccccc2n1CCOc1ccccc1,-1,i,i,i,i,i,i,-1,i,i,-9
Cc1ccc2nc(-c3ccccc3NC(=O)CCC(=O)O)c(=O)[nH]c2c1,1,i,i,i,i,i,i,3,i,i,-1
CCC1Oc2ccc(C)cc2N(CC(=O)N2CCOCC2)C1=O (stereo not drawn),-3,i,i,i,i,i,i,-2,i,i,-8
O=C1CCCC2=C1C1(O)C(=O)c3ccccc3C1(O)O2 (stereo not drawn),0,i,i,i,i,i,i,-8,i,i,-9
Cc1ccc2[nH]c(=O)c(C(c3nnnn3C(C)(C)C)N3CCN(C(=O)c4ccco4)CC3)cc2c1 (stereo not drawn),0,i,i,i,i,i,i,3,i,i,-10
CCN(CC)S(=O)(=O)c1cccc(C(=O)OCC(=O)NC(C)c2ccccc2)c1 (stereo not drawn),-2,i,i,i,i,i,i,11,i,i,-8
CCn1c(SCC(=O)O)nc2ccccc21,-1,i,i,i,i,i,i,-4,i,i,-1
Cc1cc(C)cc(NCc2cc(=O)oc3cc(-c4ccccc4)c(O)cc23)c1,21,i,i,i,i,i,i,5,i,i,-2
CCCCC(=O)NC(=O)NC(c1ccccc1)c1ccccc1,4,i,i,i,i,i,i,14,i,i,-5
COc1ccccc1CNC(=O)COC(=O)c1cccc(S(=O)(=O)N2CCOCC2)c1,12,i,i,i,i,i,i,12,i,i,-15
Cc1nc(NC(=O)/C=C/c2ccccc2)sc1C(=O)Nc1ccccc1,4,i,i,i,i,i,i,-1,i,i,-14
Cc1cccc(NC(=O)[C@H](Cc2ccccc2)NC(=O)OCc2ccccc2)c1,2,i,i,i,i,i,i,1,i,i,-6
CCCCSc1oc(-c2ccco2)nc1S(=O)(=O)c1ccccc1,6,i,i,i,i,i,i,6,25*,i,-8
CC(=O)c1ccc(N(CC(=O)NC2CCCC2)C(=O)CNC(=O)c2cccs2)cc1,-3,i,i,i,i,i,i,3,i,i,-6
COc1cccc(CNC(=O)c2ccc(COc3ccccc3)cc2)c1,2,i,i,i,i,i,i,1,i,i,-5
N#CCCN(C(=O)COC(=O)c1ccc2c(=O)n3c(nc2c1)CCC3)c1ccc(F)cc1,-25,i,i,i,i,i,i,-5,i,i,-11
N#CC1=C(SCc2ccccc2)NC(=O)CC1c1ccco1 (stereo not drawn),-9,i,i,i,i,i,i,7,i,i,-11
O=C(Nc1cccc(S(=O)(=O)Nc2ccccc2F)c1)c1ccc2ccccc2n1,?,i,i,i,i,i,i,-5,100*,i,-17
CC1(C)CC(=O)c2c(oc3cc(O)c(O)cc23)C1,-3,i,i,i,i,i,i,-10,i,i,-14
Cc1ccc(OCc2nnc(SCC(=O)Nc3ccc4c(c3)OCO4)n2C)cc1,-28,i,i,i,i,i,i,3,i,i,-13
O=C(NCc1ccccc1)C1CCC(CNc2c(N3CCCCC3)c(=O)c2=O)CC1 (stereo not drawn),0,i,i,i,i,i,i,-1,i,i,-6
CCCCCCCCCCC(=O)Nc1cccnc1,-19,i,i,i,i,i,.,0,i,.,-11
O=c1c(Sc2ccccc2)c(C(F)(F)F)[nH]n1-c1ccccc1,1,i,i,i,i,i,i,1,100*,i,-7
Cc1ccc(S(=O)(=O)Nc2ccc(N3CCOCC3)cc2)cc1C,-6,i,i,i,i,i,i,5,i,i,-12

# Grouped by structure, the entries above containing a cyano group.
SMILES,SKKanGAS inh,KCNQ1 act,RGS4 inh,KCNQ1 inh,RGS4 pot,KCNK9 inh,KCNK3 inh,HDAC3 inh,ANO1 block,TMEM16A act,hERG rescue
N#CCCN(C(=O)COC(=O)c1ccc2c(=O)n3c(nc2c1)CCC3)c1ccc(F)cc1,-25,i,i,i,i,i,i,-5,i,i,-11
N#CC1=C(SCc2ccccc2)NC(=O)CC1c1ccco1 (stereo not drawn),-9,i,i,i,i,i,i,7,i,i,-11

# More compounds follow.
SMILES,SKKanGAS inh,KCNQ1 act,RGS4 inh,KCNQ1 inh,RGS4 pot,KCNK9 inh,KCNK3 inh,HDAC3 inh,ANO1 block,TMEM16A act,hERG rescue
O=S(=O)(O)c1nc2ccccc2n1Cc1ccc(Cl)cc1,0,i,i,i,i,i,i,-9,i,i,-2
Cc1ccc(CNC(=S)NC2CCCCC2)cc1,25,i,i,i,i,i,i,1,i,i,-10
CSc1ccccc1OCc1cc(C(=O)N(C)C(C)c2ccccn2)no1 (stereo not drawn),-3,i,i,i,i,i,i,3,i,i,-9
Cc1ccc(S(=O)(=O)NC(CC(C)C)C(=O)N2CCCCCCC2)cc1 (stereo not drawn),15,i,i,i,i,i,i,-1,i,i,-22
CCN(CC)C(=O)N1CCN(C(=O)N2CCOCC2)CC1,2,i,i,i,i,i,i,-3,i,i,1
Cc1ccc(CNC(=O)CCC2CCCN(C(=O)c3ccc4c(c3)OCO4)C2)o1 (stereo not drawn),3,i,i,i,i,i,i,3,i,i,-10
CCCCN(C(=O)C1CCCO1)c1c(N)n(CC(C)C)c(=O)[nH]c1=O (stereo not drawn),-1,i,i,i,i,i,i,-12,i,i,-8
COc1ccccc1N1C(=O)N(C(C)=O)C2C1Nc1ccccc1N2C (stereo not drawn),13,i,i,i,i,i,i,0,i,i,-3
Cc1ccc(CNC(=O)C2CC(c3ccccc3[N+](=O)[O-])=NO2)o1 (stereo not drawn),1,i,i,i,i,i,i,4,i,i,-4
O=C(c1ccc(S(=O)(=O)N2CCOCC2)cc1)N1CCc2ccccc21,-3,i,i,i,i,i,i,-2,i,i,-7
CC1CCCCN1C(=O)c1cc(S(=O)(=O)N2CCCCC2)c[nH]1 (stereo not drawn),-7,i,i,i,i,i,i,-3,i,i,-13
O=c1cccccc1NN=C1CCCCCC1,10,i,i,i,i,i,i,3,i,i,-2
Cc1ccc(S(=O)(=O)Cc2ccc(C(=O)NC3CCCCCC3)o2)cc1,-3,i,i,i,i,i,i,-5,i,i,-3
COc1cc(/C=N/NC(=O)NC2CCCCC2)cc(OC)c1O,-3,i,i,i,i,i,i,1,i,i,-12
O=c1[nH]c2cc3c(cc2cc1C(c1nnnn1CC1CCCO1)N1CCCCCC1)OCCO3 (stereo not drawn),4,i,i,i,i,i,i,2,i,i,-13
